M4 antag = blocks acetylcholine activation of human M4 receptor; P08173; inhibition, % at 3 µM; 360,000 tested, 0.73% active; CHO-hM4 cells, ACh EC80, Fluo-8 calcium fluorescence;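 active = inhibition above its plate's cutoff, the mean inhibition of sample wells plus 3 SD, cut at about 27% in these data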;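 also: 0% = acetylcholine EC80 with DMSO and 100% = DMSO without agonist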
Target sequence (P08173 whole entry, looked up): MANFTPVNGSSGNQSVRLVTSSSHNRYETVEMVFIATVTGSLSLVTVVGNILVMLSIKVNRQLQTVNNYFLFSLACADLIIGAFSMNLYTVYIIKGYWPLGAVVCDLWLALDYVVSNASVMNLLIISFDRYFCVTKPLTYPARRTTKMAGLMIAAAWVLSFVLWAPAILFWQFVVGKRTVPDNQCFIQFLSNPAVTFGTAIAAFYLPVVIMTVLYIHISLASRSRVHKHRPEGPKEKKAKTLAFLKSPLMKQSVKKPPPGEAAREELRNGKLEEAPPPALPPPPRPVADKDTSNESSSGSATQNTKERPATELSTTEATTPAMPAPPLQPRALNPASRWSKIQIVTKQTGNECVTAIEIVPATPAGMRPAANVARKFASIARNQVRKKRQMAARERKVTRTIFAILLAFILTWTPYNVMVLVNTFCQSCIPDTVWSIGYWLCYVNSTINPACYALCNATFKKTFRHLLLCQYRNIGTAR
CHRM1 antagonist = human CHRM1 antagonism. P11229. CHO-K1 hM1, Fluo-8 calcium fluorescence, ACh EC80 antagonist. inhibition, % at 3 µM. 360,000 tested, 1.3% active. AID 588852;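 active = percent inhibition above its own plate's cutoff, namely the mean of that plate's compound wells plus 3 SD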;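 also: peak over basal fluorescence ratio during 140 s after agonist addition; 0% = ACh EC80 plus DMSO and 100% = DMSO alone without agonist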
Target sequence (P11229 whole entry, looked up): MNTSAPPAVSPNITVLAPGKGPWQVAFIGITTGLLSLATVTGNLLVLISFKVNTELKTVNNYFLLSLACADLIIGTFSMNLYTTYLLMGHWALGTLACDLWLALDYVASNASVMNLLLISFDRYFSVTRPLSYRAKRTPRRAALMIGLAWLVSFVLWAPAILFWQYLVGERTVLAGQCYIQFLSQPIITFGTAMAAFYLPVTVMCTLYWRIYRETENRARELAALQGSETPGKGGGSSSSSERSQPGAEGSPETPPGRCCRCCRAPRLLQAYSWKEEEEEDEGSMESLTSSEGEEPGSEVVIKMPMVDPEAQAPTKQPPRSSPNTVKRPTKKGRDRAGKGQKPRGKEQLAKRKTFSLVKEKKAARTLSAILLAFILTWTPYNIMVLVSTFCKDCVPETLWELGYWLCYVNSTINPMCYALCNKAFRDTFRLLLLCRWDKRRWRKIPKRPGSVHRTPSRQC
CHO-K1 Ca ag = M1 agonist counterscreen hit in parental CHO-K1 cells. Fluo-8 calcium fluorescence; scaled to maximal ATP response, vehicle zero. activation, % at 3 µM. 360,000 tested, 0.48% active; in the data active = activation above about 15%;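 also: untransfected CHO-K1 host cells lacking M1 receptor as counterscreen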
CHO-K1 Ca antag = M1 antagonist counterscreen hit in parental CHO-K1 cells | ATP-induced calcium, Fluo-8 fluorescence | inhibition, % at 3 µM | 360,000 tested, 0.6% active;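 active = inhibition above a per-plate cutoff, the plate's mean sample inhibition plus 3 SD, cut at about 24% in these data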;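 also: 0% = DMSO plus EC80 ATP and 100% = DMSO alone without ATP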
OXTR potentiate = potentiates the human oxytocin receptor response | 320,000 tested, 0.061% active | CHO-OTR cells, Fluo-8 calcium fluorescence, potentiator mode; 0% = oxytocin EC15, 100% = EC100 | activation, % at 3 µM | P30559;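 active = activation above that plate's cutoff, the mean activation of tested compounds plus 3 SD, cut at about 6.6% in these data, passing the limit was not always enough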;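 also: 100% uses oxytocin at 75 nM as the full agonist control; some results filed as inactive read as strong as hits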
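Material: human OTR in CHO cells. Compound: 3.0 µM, one dose. Timing: compound 6 min at room temperature before oxytocin, 100 s read. Evaluation: % activation of max/min ratio relative to oxytocin controls. Replication: single well per compound, singlicate. Signal: Fluo-8 calcium dye fluorescence.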
M1 ag = activates human CHRM1 receptor. CHO-K1 hM1, Fluo-8 calcium fluorescence, agonist mode; 0% DMSO, 100% acetylcholine EC100. activation, % at 3 µM. 360,000 tested, 0.33% active. P11229;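 active = activation above the run's mean compound activation plus 3 SD, cut at about 16% in these data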;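 also: peak over basal fluorescence ratio within a 140 s kinetic read after compound addition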
CHRM1 PAM = positive allosteric modulators of human M1 muscarinic receptor | P11229 | CHO-K1 hM1, Fluo-8 calcium fluorescence, ACh EC20; 0% = ACh EC20, 100% = maximal ACh | activation, % at 3 µM | 360,000 tested, 0.088% active | AID 588819; in the data active = activation above about 19%, passing the limit was not always enough
CHO parental Ca = counter-screen for OX1R antagonists: effect in parental CHO cells. AID 463079. 330,000 tested, 0.63% active. inhibition, % at 5.6 µM. parental CHO-K1, ATP-induced calcium, Fluo-8 fluorescence;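 active = inhibition above that plate's mean sample inhibition plus 3 SD, cut at about 26% in these data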;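 also: 0% = ATP-challenged DMSO wells and 100% = DMSO wells without ATP; some compounds past the cut are filed as inactive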
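Material: parental CHO cells / Compound: single nominal dose of 5.6 µM per compound / Signal: Fluo-8 fluorescence / Replicates: singlicate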
M4 ag = agonists of human muscarinic M4 receptor (CHRM4) | activation, % at 3 µM | 360,000 tested, 0.14% active | P08173 | AID 624127 | CHO-K1 hM4/Gqi5, Fluo-8 calcium fluorescence; vehicle 0%, full acetylcholine response 100%;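 active = activation above the run mean over all test wells plus 3 SD, cut at about 32% in these data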;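 also: peak over basal fluorescence ratio per well then scaled between controls; 0% = DMSO wells and 100% = acetylcholine at EC100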
Numbers without * were called inactive; . = not tested or not shown. Random draw from the library; overall some 2.9% were active at least once.

compound,M4 antag,CHRM1 antagonist,CHO-K1 Ca ag,CHO-K1 Ca antag,OXTR potentiate,M1 ag,CHRM1 PAM,CHO parental Ca,M4 ag
COc1ccc(NC(=O)CN(C)C(=O)c2ccccc2Sc2ncnc3sc(C)c(C)c23)cc1,2,24,5.7,-2,-7,-2,-10,-35,17
O=C(COc1ncnc2ccccc12)N1CCOCC1,-14,-7,0.1,-8,-2,-4,5,3,1
CC(C)n1c(NCc2ccc(Cl)cc2)nc2ccccc21,-3,-4,2.8,-7,-10,-4,-3,-29,2
O=C1c2ccccc2-c2c1cccc2C(=O)N(CCO)CCO,8,0,0.0,-16,2,-3,2,-1,2
O=C(COC(=O)CNC(=O)C1CCCCC1)Nc1ccc(Cl)cn1,5,1,-0.1,11,-3,-6,-2,-2,-1
COc1ccc(S(=O)(=O)NCCN2CCOCC2)cc1Br,-17,-2,-0.3,-3,-1,-6,2,1,2
O=C(NCCC(=O)N1CCCCC1)c1ccccc1Cl,-1,-2,0.6,-3,-8,-4,1,5,0
CCC(=O)Oc1ccc2ccccc2c1CNC(=O)c1ccccc1,0,-1,0.8,-2,2,-9,4,-22,0
O=C(c1ccc2c(c1)N(Cc1ccccc1)CCS2)N1CCCCC1,4,0,0.1,8,-4,-5,-2,-23,2
O=C(CN1CCCCCC1)N1c2ccccc2Sc2ccc(C(F)(F)F)cc21,98*,102*,0.9,-32,3,-15,-35,-40,-1
CCOc1ccc(C=Nc2cccc3ncccc23)cc1,-2,-3,0.8,-8,4,-6,6,7,1
Cc1cc(NC(=O)CSc2ccc3nnc(-c4cccc(F)c4)n3n2)no1,1,13,0.3,13,1,8,5,-4,-1

(continued)
compound,M4 antag,CHRM1 antagonist,CHO-K1 Ca ag,CHO-K1 Ca antag,OXTR potentiate,M1 ag,CHRM1 PAM,CHO parental Ca,M4 ag
Cc1nc2ccc(C(=O)N3CCSCC3)cc2s1,-9,-21,0.7,-18,-5,-3,5,-10,0
CCOc1cc(/C=N/NC(=O)CCc2n[nH]c(=O)[nH]c2=O)ccc1O,3,-4,-0.4,10,-6,1,7,-2,1
O=C(NCc1ccco1)c1cc(-c2ccco2)on1,-1,2,-0.1,-11,-1,-6,2,-2,1
COc1ccc(OC)c(CC(=O)Nc2ccc3c(c2)CCC3)c1,12,-4,0.3,-8,-7,-8,5,-3,-3
CC(=O)Nc1ccc(NCCc2ccco2)cc1,-5,-9,0.1,14,.,0,12,.,0
Cc1ccc2c3c1C(=O)C(=O)N3C(C)(C)CC2C (stereo unspecified),-7,-2,-0.5,-18,4,-6,4,-5,-2
CCOC(=O)[C@]12CCC=C1N(Cc1ccco1)C(=O)[C@H](CC(=O)NCc1ccc(OC)c(OC)c1)C2,4,.,0.0,-5,.,.,.,.,0
Cc1c(Cl)cccc1NC(=O)CSc1ncnc2c1cnn2CCO,-11,-16,0.4,-2,.,4,22,.,1
CCN(CC(=O)Nc1ccc(NC(C)=O)cc1)C(=O)C1CC(=O)N(c2ccc3c(c2)OCCO3)C1 (stereo unspecified),0,-14,0.2,-9,.,2,12,.,0
O=C(CN1CCOCC1)Nc1ccc([N+](=O)[O-])cc1,-3,-6,0.0,-10,-16,-4,5,-3,1
COc1cc2[nH]c(=O)n(CCCCCC(=O)NCCCN3CCOCC3)c(=O)c2cc1OC,-5,-11,0.2,-6,-5,-7,10,2,2
CSc1ncccc1C(=O)Nc1nnc(C2CC2)s1,3,19,0.5,-17,-11,-2,-4,10,1

The results go on:
compound,M4 antag,CHRM1 antagonist,CHO-K1 Ca ag,CHO-K1 Ca antag,OXTR potentiate,M1 ag,CHRM1 PAM,CHO parental Ca,M4 ag
Cc1cc(C(=O)NN=C2CC(=O)CC(C)(C)C2)c(C)o1,-4,-18,0.9,-11,-6,0,9,-3,0
COc1ccc(Cl)cc1NC(=O)CN(C)C(=O)c1ccc(-n2nc(C)cc2C)cc1,-3,6,10,-16,-5,0,-1,-16,11
Cc1ccnc(NC(=O)c2cccc(NC(=O)c3ccc(Cl)cc3)c2)c1,-17,-15,0.1,9,.,-5,9,.,12
CCCC(C(=O)NC(C)(C)C)N(Cc1ccccc1Cl)C(=O)c1snc(C(N)=O)c1N (stereo unspecified),-3,8,1.1,1,-12,-5,-1,-20,3
FC(F)(F)c1nc2ccccc2n1CCNc1nc(CN2CCCCC2)cs1,6,6,-0.2,-4,-1,-10,-3,-12,1
O=C(Cc1ccc(-n2c(=O)c3ccccc3n(Cc3ccccc3Cl)c2=O)cc1)NCC1CCCO1 (stereo unspecified),4,-10,1.2,-11,-5,-3,7,-5,1
O=C(CSc1n[nH]c(-c2ccccc2Cl)n1)NC1CCCCC1,-1,1,0.5,-10,-3,-5,8,-15,0
COc1ccc(/C=N/NC(=O)CNC(=O)c2cccs2)cc1,5,-3,0.3,-3,-1,-6,2,-8,0
CCOC(=O)C1CCCN(C(=O)CCCn2c(=O)c3cccn3c3cccnc32)C1 (stereo unspecified),8,-13,1.2,-10,-6,-2,9,-11,2
Cc1cc(NC(=O)c2cc(-c3cccc(Cl)c3)on2)no1,7,-6,0.7,-9,0,-4,7,-10,1
O=C(CC(=O)Nc1ccc(Cl)c(Cl)c1)N/N=C/c1ccc(O)cc1,8,1,2.1,8,-3,-3,-2,1,6
Cc1cc(NS(=O)(=O)c2ccc(NC(=O)CSc3nc4sc(C(=O)O)c(C)c4c(=O)[nH]3)cc2)no1,5,-4,-0.6,-1,1,-1,-1,-4,1

(more compounds)
compound,M4 antag,CHRM1 antagonist,CHO-K1 Ca ag,CHO-K1 Ca antag,OXTR potentiate,M1 ag,CHRM1 PAM,CHO parental Ca,M4 ag
O=C(Nn1c(O)c(C=C2N=c3ccccc3=N2)sc1=S)c1cccc(Cl)c1,8,6,-0.2,9,-6,0,3,-6,1
Cn1c(SCC(=O)NC(C)(C)C)nnc1-c1cccc(NC(=O)c2ccccc2F)c1,-2,-16,1.6,1,-15,-2,8,-23,4
COc1cc(C)c(NC(=O)COc2cccc3c2OC(C)(C)C3)cc1OC,5,24,12,1,-11,1,-14,-13,20
CCOc1ccccc1C(=O)NCC(=O)OCC(=O)c1ccc2c(c1)OCCO2,-4,-12,1.0,-16,-7,1,0,-1,4
N#CC(C(=O)C12CC3CC(CC(C3)C1)C2)c1nc2ccccc2[nH]1 (stereo unspecified),22,15,0.2,13,-12,-3,-3,-19,1
CC(=O)N1CCC(C(=O)NC2CC(C)(C)Cc3c2cnn3-c2ccc(F)cc2)CC1 (stereo unspecified),-1,5,-0.4,2,-12,-2,2,-10,1
COc1ccc(CCCNC(=O)CC#N)cc1OC,3,-21,0.2,-8,-16,-1,3,-18,1
COc1ccc(/C=C/C(=O)NC(=S)NCc2ccccc2)cc1OC,3,-7,-0.5,15,1,2,19,-28,0
O=C(NCc1cccs1)c1ccccc1,2,6,0.6,-3,3,-5,3,-1,0
COc1ccc(NC(=O)COc2ccc(-n3cnnn3)cc2)cc1OC,-7,-2,3.6,-6,.,0,3,.,6
COc1ccc(S(=O)(=O)Nc2ccc(S(=O)(=O)Nc3nccs3)cc2)cc1,-15,-9,1.1,-22,-7,-4,4,6,3
O=C(Nc1ccccc1F)c1ccc(-n2cncn2)nc1,12,-3,0.5,3,-3,-3,3,-2,2

Next structures.
compound,M4 antag,CHRM1 antagonist,CHO-K1 Ca ag,CHO-K1 Ca antag,OXTR potentiate,M1 ag,CHRM1 PAM,CHO parental Ca,M4 ag
OC(c1ccc(Cl)c(F)c1)c1ncc(-c2ccccc2F)[nH]1 (stereo unspecified),0,-3,3.9,-4,.,0,-2,.,5
O=C1/C(=C/c2cccs2)N=C(c2cccs2)N1Nc1ccccc1,-7,-9,0.9,-6,-6,-4,6,-29,1
CC(C)c1ccc(C(C(=O)NC2CCCCC2)N(C(=O)c2csnn2)C2CC2)cc1 (stereo unspecified),-15,-2,-0.1,-8,-9,1,9,-16,1
CCOC(=O)c1cc2c(nc1N)CC(C)(C)OC2,-5,6,-0.1,2,-11,-3,-4,-7,0
C[C@@H]1CN(C(=O)c2nc3ccc(Cl)cn3c2CN2CCc3sccc3C2)C[C@H](C)O1,-2,-6,-0.1,2,-3,-11,5,-16,1
N#CCOC(=O)c1c2c(nc3ccccc13)CCC2,-4,-10,0.8,-2,-6,-5,8,-17,2
O=C(CC1C(=O)NCCN1CC1CCCCC1)NCc1ccc(F)cc1F (stereo unspecified),-10,-1,0.0,-5,-14,-9,9,-30,1
CCOc1cccc(-c2nnc3sc(C4CCCCC4)nn23)c1,5,-2,-0.5,7,-6,-6,2,-31,-2
O=C(COc1ccc([N+](=O)[O-])cc1)N(Cc1cccs1)C1CCS(=O)(=O)C1 (stereo unspecified),3,-8,2.3,-12,-3,-2,6,-6,1
Cc1ccc2nc(SCC(=O)N3CCN(C(=O)c4ccco4)CC3)[nH]c2c1,-10,4,5.3,-11,-6,-5,-2,-12,3
COc1ccccc1-c1nnc(NC(=O)c2ccc(S(=O)(=O)N(C)C)cc2)o1,-7,-32,-0.4,-8,0,-1,11,-3,0
CCC(C)NC(=O)Cn1cccc1C(=O)c1ccccc1 (stereo unspecified),-10,1,-0.3,0,-9,2,6,-8,0
CC(C)(C)C(=O)Nc1cc2c3c(c1)CCN3C(=O)CC2,-3,-6,0.6,-11,-3,0,5,5,0

Results in CHRM1 PAM, OXTR potentiate and M4 antag, for two of the compounds above:
mol | CHRM1 PAM | OXTR potentiate | M4 antag
N#CCOC(=O)c1c2c(nc3ccccc13)CCC2 | 8 | -6 | -4
CCOc1cccc(-c2nnc3sc(C4CCCCC4)nn23)c1 | 2 | -6 | 5

Three of the entries above in order of the OXTR potentiate value, ascending.
SMILES | OXTR potentiate
CCOC(=O)c1cc2c(nc1N)CC(C)(C)OC2 | -11
Cc1ccc2nc(SCC(=O)N3CCN(C(=O)c4ccco4)CC3)[nH]c2c1 | -6
CC(C)(C)C(=O)Nc1cc2c3c(c1)CCN3C(=O)CC2 | -3
